IL-1B inflam inh: qHTS for Inhibitors of Inflammasome Signaling: IL-1-beta AlphaLISA Primary Screen; THP-1 LPS/ATP IL-1B secretion, AlphaLISA, 16 h; active compounds read low; activity change, % at 57.5 µM; 360,000 tested, 4.7% active; AID 743279, 2014; in the data active = activity change below about -50%; inconclusive = mostly about -30% to -49%; note: % is set by controls: 0 for no effect and ±100 for the full control effect
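Secreted IL-1B measured by AlphaLISA bead assay after 16 h compound exposure of THP-1 cells; compounds (final up to 57.5 uM) added 1 h before LPS (250 ng/mL) and ATP (1.25 mM) stimulation; lower signal means less secretion.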
KB-3-1 cytotox: qHTS assay for MDR1-selective chemotherapeutics: Primary screen using the parental adenocarcinoma cell KB-3-1; AID 1347075, 2019; 400,000 tested, 1.4% active; KB-3-1 viability, CellTiter-Glo ATP luminescence, 72 h; Potency, µM (highest dose often 46.1 µM), for inactives: at the highest dose activity change, negative = cytotoxic, hits mostly cytotoxic; note: potency is the fitted concentration of half-maximal effect; % is set by controls: 0 for no effect and ±100 for the full control effect; nearly all actives have a fitted effect of over 60% in size
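KB-3-1 parental drug-naive adenocarcinoma cells in DMEM/10% FBS, incubated 72 h at 37 C with pin-transferred compounds across a concentration series. Viability by CellTiter-Glo luminescence; concentration-response curves fitted after normalization.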
MCF10A rerep: A quantitative high throughput screen for small molecules that induce DNA re-replication in MCF 10a normal breast cells; MCF 10A DNA re-replication, Hoechst nuclear intensity, 48 h; Potency, µM (series often up to 46.1 µM), for inactives: top-dose activity, positive = re-replication, hits mostly activators; 350,000 tested, 2.9% active; note: potency is the fitted concentration of half-maximal effect; % of control where 0% means no effect; nearly all actives have a fitted effect of over 50% in size
ATXN2 expr inh: Primary qHTS for Inhibitors of ATXN expression. Potency, µM (doses to about 57 µM), for the others: top-dose activity change, negative = inhibition, actives largely listed as inhibitors. 360,000 tested, 0.72% active. HEK-293 ATXN2-luciferase reporter, luminescence, 24 h. AID 1745845, 2022; note: potency is the fitted concentration of half-maximal effect; % is set by controls: 0 for no effect and ±100 for the full control effect; nearly all actives have a fitted effect of over 55% in size
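ATXN2-luciferase reporter cells (luciferase flanked by upstream and downstream ATXN2 gene portions) were treated 24 h at 37 °C with compounds at up to 57 uM. SteadyGlo luminescence gave expression; GF-AFC fluorescence gave viability.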
SW480 rerep: A quantitative high throughput screen for small molecules that induce DNA re-replication in SW480 colon adenocarcinoma cells; SW480 DNA re-replication, Hoechst DNA content imaging, 48 h; Potency, µM (series often up to 46.1 µM), inactives show at the top dose re-replication activation, hits mostly activators; 340,000 tested, 1.8% active; AID 624297, 2012; note: potency is the fitted concentration of half-maximal effect; % of control where 0% means no effect; nearly all actives have a fitted effect of over 55% in size
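First, 250 cells per well were seeded. Next, compound or vehicle (23 nL) was pinned in, plates sat 48 hr at 37 C. Finally Hoechst was added for 40 min before fluorescence scanning.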
HT1080 IDH1KD tx: qHTS for induction of synthetic lethality in tumor cells producing 2HG: qHTS for the HT-1080-IDH1KD cell line; Potency, µM (titrated, usually from 46.1 µM), for the others: top-dose activity, negative = toxicity, most hits filed as cytotoxic; HT-1080 IDH1 knockdown viability, ATP luminescence, 48 h; 360,000 tested, 2% active;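 note: potency is the fitted concentration of half-maximal effect; 0% = DMSO wells and -100% = cell-free medium wells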
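Knockdown cells (IDH1KD HT-1080) received compounds 2 h after plating at 750 cells/well and were kept 48 h at 37 °C in 5% FBS RPMI. A CellTiter-Glo luminescence read gave % activity for curve fitting.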
KB-V1 MDR tox: qHTS assay for MDR1-selective chemotherapeutics: Primary screen using the drug-selected MDR subline cells KB-V1; KB-V1 MDR cells viability, CellTiter-Glo, 72 h; Potency, µM (doses to about 46.1 µM), for the others: at the top dose activity change, negative = cytotoxicity, actives largely listed as cytotoxic; 400,000 tested, 3.4% active; AID 1347076, 2019; note: potency is the fitted concentration of half-maximal effect; % is set by controls: 0 for no effect and ±100 for the full control effect; nearly all actives have a fitted effect of over 60% in size
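KB-V1 cells (P-gp-expressing MDR subline of KB-3-1) in phenol-red-free DMEM with 10% FBS were exposed to library compounds over a concentration series for 72 h at 37 degrees C. Viability read by CellTiter-Glo luminescence; concentration-effect curves fitted after normalization.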
S2 tox: Viability Counterscreen for Primary qHTS for Inhibitors of ATXN expression | Potency, µM (doses to about 56.7 µM), hits mostly cytotoxic | 400,000 tested, 0.49% active | S2 cells (HEK-293 line with an ATXN2-luciferase reporter) viability, CellTiter-Fluor protease fluorescence, 24 h; note: potency is the fitted concentration of half-maximal effect; nearly all actives have a fitted effect of over 40% in size
HT1080-NT tox: qHTS for induction of synthetic lethality in tumor cells producing 2HG: qHTS for the HT-1080-NT fibrosarcoma cell line; HT-1080-NT fibrosarcoma viability, CellTiter-Glo ATP luminescence, 48 h; Potency, µM (highest dose often 46.1 µM), inactives show at the top dose activity, negative = less viability, usual class: cytotoxic; 360,000 tested, 1.6% active;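 note: NT is the 2HG producing partner of a matched IDH1 knockdown line; potency is the fitted concentration of half-maximal effect; 0% = DMSO-treated cells and -100% = media-only wells without cells; nearly all actives have a fitted effect of over 55% in size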
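Compounds were tested in concentration-response format on HT-1080-NT cells for 48 hours at 37 degrees C. Cell viability came from CellTiter-Glo luminescence; curves were classified by r2, response magnitude and activity.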
Starred values were filed as active, the others as inactive; i = inactive; ? = inconclusive; / = not tested or not shown; [ ] = remark or other dose. Unless noted, calls come from the whole dose curve; as a rule, active = well fitted curve in the direction sought with a large enough effect; inconclusive = small, poorly fitted or top-dose-only effect, or another doubt; inactive = no such curve, though single readings can be large; an effect the other way counts as inactive or inconclusive.

SMILES	IL-1B inflam inh	KB-3-1 cytotox	MCF10A rerep	ATXN2 expr inh	SW480 rerep	HT1080 IDH1KD tx	KB-V1 MDR tox	S2 tox	HT1080-NT tox
Cc1nnc(SCC(=O)Nc2cccc(S(=O)(=O)N(C)c3ccccc3)c2)s1	11	2%	-3%	0%	-1%	-1%	?	i	2%
COc1ccc(OC)c(C=Nc2ccccc2-c2nc3ccccc3[nH]2)c1	-12	-10%	3%	30%	3%	-6%	-17%	i	-3%
Nc1cc(C(=O)OCC(=O)NCCCc2ccccc2)ccc1Cl	-20	-5%	1%	-15%	?	0%	-3%	i	1%
CNC(=O)COc1coc(CN2CCN(c3ccc(OC)cc3)CC2)cc1=O	26	1%	6%	10%	-20%	21%	0%	i	?
Cn1c(=O)c2c(-c3ccccc3)n(-c3ccccc3S)cc2n(C)c1=O	2	-9%	/	5%	/	1%	-5%	i	1%
CC1=NN(c2ccccc2)C(=O)/C1=C\c1cc(C)n(-c2ccccc2)c1C	i	15%	14%	21%	2%	6%	?	i	10%
CCC(C)[C@H](NC(=O)[C@@H]1Cc2c([nH]c3ccccc23)C2c3ccccc3C(=O)N21)C(=O)NCC1CCCO1 (stereo partly drawn)	-20	0%	3%	1%	3%	-17%	0%	i	2%
COc1ccccc1CC(=O)Nc1cccc(S(=O)(=O)N2CCOCC2)c1	-14	4%	0%	-12%	-1%	-13%	?	i	-15%
CC12CCC(=O)C=C1CCC1C2C(O)CC2(C)C(c3csc(N)n3)CCC12 (stereo not drawn)	-17	-28%	?	?	6%	?	?	i	6.5µM*
OC[C@@H]1CN(Cc2ccncc2)C[C@H](n2cnc3c(N4CCCC4)ncnc32)O1	28	0%	/	10%	/	6%	3%	i	17%
Cc1oc2ccc(O)c(CN3CCCC3)c2c1C(=O)Nc1cccc(Cl)c1C	/	6%	/	-16%	/	/	-5%	?	/
CC(Oc1ccc(Cl)cc1Cl)c1ccn[nH]1 (stereo not drawn)	-17	2%	18%	-16%	-4%	-22%	-12%	i	-12%
COC(=O)C1CC(c2ccccc2)N(c2ccccc2)O1 (stereo not drawn)	10	0%	/	/	/	3%	0%	i	-5%
C[C@H](CO)N1C[C@H](C)[C@@H](CN(C)S(=O)(=O)c2ccc(F)cc2)Oc2ccc(NC(=O)Nc3ccccc3)cc2C1=O	0	-3%	1%	-12%	3%	-10%	8%	?	0%
CCN(C(=O)COC(=O)c1ccc(O)cc1)c1cccc2ccccc12	-25	-15%	0%	3%	-5%	23%	-22%	i	12%
Cc1ccc(Oc2cc(C#N)c(C#N)cc2-n2nnc3ccccc32)cc1C	9	-1%	0%	-9%	3%	1%	7%	i	1%
CCCn1c(NC(=O)CCS(=O)(=O)c2ccc(C)cc2)nc2ccccc21	-10	-1%	?	-9%	?	0%	0%	i	-8%
O=C(CSc1nc2ccccc2c(=O)n1Cc1ccc(F)cc1)NCC1CCCO1 (stereo not drawn)	-8	-9%	4%	/	-1%	0%	-6%	i	5%
CC(C)OC(=O)c1c(NC(=O)C2c3ccccc3Oc3ccccc32)sc2c1CCCC2	/	-1%	/	-2%	/	/	12%	i	/
Cc1cc(Cl)ccc1OC(C)C(=O)N1CCCN(C(=O)C(C)Oc2ccc(Cl)cc2C)CC1 (stereo not drawn)	-65*	13µM*	?	?	?	21µM*	?	?	18µM*
CCCOC(=O)/C=C/c1c(C)[nH]c(=O)[nH]c1=O	4	?	-8%	1%	6%	10%	?	i	4%
COc1ccc(-c2cc(C(F)(F)F)nc(SCCC(=O)N3CCN4CCCC4C3)n2)cc1 (stereo not drawn)	-15	-3%	22%	1%	-2%	-2%[9.24 µM]	?	i	-1%
COCCNC(=O)Nc1ccc2nc(-c3cccs3)c(-c3cccs3)nc2c1	-54*	3%	23µM*	-6%	?	-2%	0%	i	-4%
CCO/N=C(/C)c1c(O)cc(C(C)(C)C)n(-c2ccccc2)c1=O	17	-9%	?	9%	-66%[inhibitor]	-1%	-28%	i	1%
COc1ccccc1C(CNC(=S)NCc1ccccc1)N1CCCC1 (stereo not drawn)	-5	-9%	6%	-13%	?	-8%	1%	i	-14%
COc1cccc(N2CC(C)Cn3c2nc2c3c(=O)[nH]c(=O)n2C)c1 (stereo not drawn)	-11	-1%	3%	-6%	3%	-9%	-3%	i	-7%
c1ccc(-n2ncc3c(N4CCC5(CC4)OCCO5)ncnc32)cc1	10	20%	10%	39%[activator]	-5%	-16%	-13%	i	-4%
CS(=O)(=O)N1CC(C(=O)NC2CC2)Oc2ccc(Cl)cc21 (stereo not drawn)	8	19%	3%	0%	0%	-1%	5%	i	1%
COc1ccc(-c2cc(-c3ccccc3)nc(N3CCCC3)n2)cc1OC	-10	-17%	?	-2%	27%	-26%	8.2µM*	i	4%
Cc1ccccc1C(=O)N1CCCC(CCC(=O)N2CCN(c3ccccn3)CC2)C1 (stereo not drawn)	-7	-29%	3%	-13%	-6%	-23%	-4%	i	0%
CS(=O)(=O)N(Cc1ccc(Cl)cc1)c1ccc(C(=O)N2CCN(c3ccccc3)CC2)cc1	-51*	?	16%	-13%	0%	-14%	?	?	-17%
O=C1NC(=Nc2cccnc2)S/C1=C/c1ccc(F)cc1	13	?	7.3µM*	-12%	?	?	?	i	?
O=C(Cc1ccc([N+](=O)[O-])cc1)N1N=C(c2ccncc2)CC1(O)C(F)(F)F (stereo not drawn)	9	2%	18%	/	-64%[inhibitor]	8%	-1%	?	5%
COc1ccc(OCC(=O)NCCCN2CCOCC2)cc1	12	2%	4%	5%	-3%	-1%	15%	i	0%
CCOc1ccc(CNS(=O)(=O)c2ccc3c(c2)CC(C)N3C(C)=O)cc1OC (stereo not drawn)	/	-22%	/	-22%	/	/	4%	i	/
O=C(NC(=S)Nn1cnc2c(cnn2-c2ccccc2)c1=O)c1ccccc1	-8	?	-1%	3%	-7%	1%	-23%	i	6%

The last five compounds of the part before are carried over, then new ones follow:
SMILES	IL-1B inflam inh	KB-3-1 cytotox	MCF10A rerep	ATXN2 expr inh	SW480 rerep	HT1080 IDH1KD tx	KB-V1 MDR tox	S2 tox	HT1080-NT tox
O=C1NC(=Nc2cccnc2)S/C1=C/c1ccc(F)cc1	13	?	7.3µM*	-12%	?	?	?	i	?
O=C(Cc1ccc([N+](=O)[O-])cc1)N1N=C(c2ccncc2)CC1(O)C(F)(F)F (stereo not drawn)	9	2%	18%	/	-64%[inhibitor]	8%	-1%	?	5%
COc1ccc(OCC(=O)NCCCN2CCOCC2)cc1	12	2%	4%	5%	-3%	-1%	15%	i	0%
CCOc1ccc(CNS(=O)(=O)c2ccc3c(c2)CC(C)N3C(C)=O)cc1OC (stereo not drawn)	/	-22%	/	-22%	/	/	4%	i	/
O=C(NC(=S)Nn1cnc2c(cnn2-c2ccccc2)c1=O)c1ccccc1	-8	?	-1%	3%	-7%	1%	-23%	i	6%
COc1ccc(CSc2ccc(S(=O)(=O)N3CCCCC3)cn2)cc1F	16	-1%	10%	-7%	-8%	-2%	-6%	i	-1%
CCCC(=O)N(Cc1cc(=O)[nH]c2ccccc12)c1cccc(C)c1	-10	-5%	-1%	-24%	9%	-14%	-14%	i	-6%
O=S(=O)(NCc1ccco1)c1ccc(Cl)s1	0	9%	-2%	-1%	26%	6%	22%	i	0%
COCCCNC(=S)N/N=C/c1ccc(OC)c(Br)c1	-28	0%	29%	0%	3.3µM*	-2%	-5%	i	-7%
COC(=O)C1C(=O)C=C(N2CCOCC2)CC1(C)C (stereo not drawn)	-10	17%	-5%	-9%	3%	7%	7%	?	10%
O=C(NCCc1ccccc1)C1CCCN1C(=O)NCc1ccccc1 (stereo not drawn)	2	-4%	-8%	-2%	-6%	15%	-19%	i	13%
CCN(CC)S(=O)(=O)c1ccc2c(c1)nc(CCC(=O)Nc1ccccc1Cc1ccccc1)n2CC	-14	-10%	22%	-9%	?	-27%	21µM*	i	-8%
O=C(NCc1ccccc1)C1=C[C@H](c2ccc3c(c2)OCO3)C[C@H](OCCCCO)O1	-2	0%	-1%	13%	3%	12%	-15%	i	12%
COc1ccc(CCN2CC(C(=O)Nc3cc(S(C)(=O)=O)ccc3Cl)CC2=O)cc1OC (stereo not drawn)	-2	19%	0%	10%	2%	4%	3%	i	-2%
COc1ccc(CCNC(=O)CSc2nn3c(=O)c(C)nnc3s2)cc1OC	0	19%	14%	-11%	-21%	-4%	?	i	-1%
Cc1ccccc1NC(=O)/C(C#N)=C/c1ccc(Cl)cc1Cl	/	-3%	/	-6%	/	/	9%	i	/
Cc1cc(NC(=O)CN2C(=O)c3ccccc3C2=O)no1	-6	-8%	0%	-16%	-1%	19%	?	i	6%
Cc1cc(C)c2nc(-c3cccc(Cl)c3)c(C)c(C(=O)N3CCOCC3)c2c1	-82*	?	3%	-11%	36%	?	-28%	i	-13%
CC(C)CCN1CCN(Cc2ccc(Oc3ncccn3)cc2)CC1CCO (stereo not drawn)	-10	17%	-7%	-5%	-5%	8%	1%	?	4%
CC(=O)Nc1nn(C)c2nc(C)cc(C)c12	8	-1%	-2%	11%	-5%	1%	4%	i	13%
O=[N+]([O-])c1ccc(N2CCSCC2)cc1	-8	2%	-15%	-7%	3%	3%	4%	?	11%
COc1cc(/C=N/Nc2nn3cnnc3c3ccccc23)cc(OC)c1OC	-18	-1%	18%	25%	-3%	-6%	9%	i	-11%
CCOc1cc(N2CCOCC2)c(OCC)cc1NC(=O)CN1CCSC1=O	-12	-4%	10%	6%	16%	-5%	1%	i	-4%

Screens as filed in PubChem BioAssay.
